Compound activity (PubChem)
KKLEB cytotox: reduces viability of KKLEB cystic fibrosis airway cells. KKLEB CF airway cells viability, ATPlite luminescence, overnight; stronger effect = lower value; cells stimulated with P. aeruginosa culture filtrate. activity change (cytotoxicity), % at 5 µM. AID 602141. 360,000 compounds, 0.36% hits;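 active = corrected activity change at or below -50% at 5 µM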
hiPSC survival: increases survival of single human iPS cells | hiPSC single-cell survival, ATPlite luminescence; 100% = ROCK inhibitor wells, 0% = DMSO | survival enhancement, % at 20 µM | 360,000 compounds, 0.044% hits | AID 602274; in the data active = survival enhancement above about 18%;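 note: cells exposed to compounds for 16 hours before the ATP read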
NR2E3 ag-1: NR2E3 (human) agonism; Q9Y5X4; GST-NR2E3/biotin-RetCOR TR-FRET, 1536-well; inhibition of corepressor binding, % at 4.78 µM; 320,000 compounds, 0.12% hits; AID 2300;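 active = percent inhibition above the cutoff of mean plus 3 SD of all tested compounds, set per screening campaign, cut at about 20% in these data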;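 note: 0% = DMSO wells and 100% = biotin wells as full block of FRET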
Target sequence (Q9Y5X4 whole entry, looked up): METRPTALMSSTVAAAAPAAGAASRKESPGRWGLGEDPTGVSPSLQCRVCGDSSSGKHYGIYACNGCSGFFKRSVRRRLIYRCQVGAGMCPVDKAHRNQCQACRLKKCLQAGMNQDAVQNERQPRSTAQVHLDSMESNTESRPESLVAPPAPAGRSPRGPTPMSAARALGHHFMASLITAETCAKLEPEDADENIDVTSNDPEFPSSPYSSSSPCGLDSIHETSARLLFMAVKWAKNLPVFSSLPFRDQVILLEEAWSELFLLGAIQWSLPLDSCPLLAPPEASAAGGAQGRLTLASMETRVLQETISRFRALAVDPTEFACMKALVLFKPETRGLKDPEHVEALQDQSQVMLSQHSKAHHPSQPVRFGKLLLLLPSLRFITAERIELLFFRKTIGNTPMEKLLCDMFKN
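Format: 1536-well format; test system: GST-NR2E3 and biotin-RetCOR proteins; read-out basis: percent inhibition of TR-FRET ratio; timing: 5 h incubation at 4 °C; detection: time-resolved FRET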
Peg3 prom inh: inhibitors of Peg3 promoter; inhibition, % at 20 µM; 360,000 compounds, 1.7% hits; HeLa PEG-Prom luciferase reporter, luminescence, overnight;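 active = inhibition of at least 50% at 20 µM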
NR2E3 ag-2: human photoreceptor-specific nuclear receptor agonism | AID 602229 | 360,000 compounds, 0.35% hits | CHO-S Gal4-NCOR/VP16-NR2E3 two-hybrid, luciferase | inhibition of corepressor binding, % at 3.98 µM;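 active = inhibition above the mean of all tested compounds plus 3 SD, cut at about 70% in these data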;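 note: 0% = DMSO with NR2E3 transfected cells and 100% = cells lacking NR2E3 construct; higher means lower luciferase signal from less NR2E3 corepressor binding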
C8 TRAIL sens: sensitizes caspase-8 expressing cells to TRAIL. NB7+C8 cells + TRAIL, ATPlite viability luminescence. inhibition (viability loss, TRAIL sensitization), % at 10 µM. 360,000 compounds, 1% hits;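 active = compounds causing at least 50% loss of cell viability in the single-dose screen, relative to plate controls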
HIF-2a block: blocks HIF-2a reporter activity; 360,000 compounds, 0.72% hits; inhibition, % at 18.8 µM; AID 624352; 786-0 RCC cells HIF-2a reporter, luciferase luminescence, overnight;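 active = inhibition of the luminescence signal of 40% or more relative to plate controls, in a single-dose primary screen at 18.75 µM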
CF NFkB inh: blocks PAF-induced NF-kB reporter in cystic fibrosis cells | KKLEB NF-kB-GFP reporter, GFP fluorescence overnight | AID 588850 | inhibition, % at 5 µM | 360,000 compounds, 0.86% hits;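 active = at least 50% inhibition at 5 µM, scaled per plate between neutral and stimulator controls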;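 note: PAF is a Pseudomonas aeruginosa culture filtrate used as stimulus; plate controls were PAF-stimulated DMSO wells for no effect and unstimulated DMSO wells for full effect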
EBV LMP1 NFkB: Epstein-Barr LMP1 NF-kappaB reporter inhibition. 350,000 compounds, 0.69% hits. LMP1-induced NF-kappaB luciferase reporter cells, luminescence. AID 504558. inhibition, % at 12.5 µM; in the data active = inhibition above about 41%;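 note: 0% = neutral control wells and 100% = reference inhibitor control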
Shn3 3UTR inh: inhibitors of Schnurri-3 3'UTR reporter in osteoblasts. 360,000 compounds, 0.52% hits. AID 588674. inhibition, % at 12.5 µM. Clone20 osteoblast Shn3 3'UTR firefly luciferase, 24 h;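 active = mean inhibition of at least 75% with every replicate also reaching 75%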;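 note: 0% = median of neutral control wells and 100% = pilot-screen positive control compound; some compounds past the cut are filed as inactive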
TRPM1 prom inh: reduces MITF-dependent TRPM1 promoter luciferase signal. SK-MEL-5 TRPM1 promoter luciferase, 24 h. AID 488899. inhibition, % at 12.5 µM. 330,000 compounds, 0.83% hits;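 active = mean inhibition across replicates of 60% or more, whatever share of single replicates reaches that level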; note: values of inactives mirror those of a sister screen read the other way
* hit, by the source's call; / = no result given.

SMILES	KKLEB cytotox	hiPSC survival	NR2E3 ag-1	Peg3 prom inh	NR2E3 ag-2	C8 TRAIL sens	HIF-2a block	CF NFkB inh	EBV LMP1 NFkB	Shn3 3UTR inh	TRPM1 prom inh
COc1ccc(/C=C(/NC(=O)c2ccccc2)C(=O)NCc2ccncc2)cc1	8	-0.5	6	0	4	13	-7	-43	6	9	4
CCCCNC(=S)N(C)/N=C/c1ccccc1F	-12	2.5	2	41	-32	-4	5	-2	10	0	3
CC1Cc2ccccc2N1C(=O)COC(=O)c1ccccc1NCCO (configuration not stated)	3	-0.5	0	-93	16	11	-85	20	-19	4	-5
CC1(c2cccs2)CC(c2cccs2)=C(C#N)C(=O)N1 (configuration not stated)	4	-0.3	4	25	1	-9	15	1	0	-9	10
Cc1c(C(N)=O)c(N)c(C(=O)c2ccccc2)n1-c1ccccc1	-10	1.3	0	13	-29	-11	8	10	1	-24	7
CN(c1ccc(C(=O)Nc2ccc(S(=O)(=O)N3CCCC3)cc2)cc1)S(C)(=O)=O	12	0.2	1	20	-1	23	16	-6	14	21	21
CCC(C)C(NC(=O)C1CCC(C)CC1)C(=O)Nc1cc(OC)ccc1OC (configuration not stated)	-7	-2.9	1	22	13	-11	8	2	-6	15	-1
Cn1c(CN2CCCC(C(=O)c3ccc4c(c3)OCO4)C2)nc2ccccc21 (configuration not stated)	-11	3.6	-1	22	-8	-25	8	3	1	-13	-8
O=C(Nc1cccc(Cl)c1)c1ccccc1NC(=O)C1CCCCC1C(=O)O (configuration not stated)	8	1.2	/	2	-91	3	-5	14	-1	-32	-6
COc1ccc(OCCC(=O)OCC(=O)NCc2ccco2)cc1	2	4.4	1	1	-16	7	10	6	-3	5	3
NNC(=S)NC1CC2CC1C1C=CCC21 (configuration not stated)	-12	0.5	2	10	36	-9	6	6	-1	4	4
CCN(CC)S(=O)(=O)c1ccc(NS(=O)(=O)c2ccc(OC)c([N+](=O)[O-])c2)cc1	-2	1.2	-2	5	24	2	15	2	8	-11	-2
O=C(COc1ccc(F)cc1)Nc1ccccc1N1CCOCC1	-6	0.8	2	18	11	9	7	15	5	-1	2
COc1ccc(C(=O)C/C(=C\C(=O)c2ccc(C)cc2)c2ccccc2)cc1	-23	0.4	-2	39	5	39	-31	24	12	70	23
CN(C)C1=NCCN1CCCC1CCCC1	0	-0.4	-1	2	-5	8	5	-14	0	0	2
CCOc1cccc(NC(=O)c2ccc(S(=O)(=O)N(C)C)cc2)c1	-13	1.5	1	8	-10	27	-7	11	-9	-3	4
COc1ccc(Nc2nc(-c3ccccc3)c(C(=O)Nc3cccnc3)s2)cc1	7	-3.4	0	-10	-1	-2	-36	4	-3	4	-10
O=S1(=O)N=C(Nc2ccc(N3CCOCC3)cc2)c2ccccc21	-18	0.4	5	-34	-30	18	-64	-1	1	7	-1
CCN(CC)C(=S)NC(=O)c1ccc(Cl)cc1Cl	0	1.0	-1	9	-17	15	15	-5	0	-6	11
COCCCNC(=O)Cn1c(=O)oc2cc(S(=O)(=O)N3CC(C)CC(C)C3)ccc21 (configuration not stated)	0	1.0	0	4	9	-22	-2	6	-2	15	-2
O=C1CC(c2ccccc2)Sc2ccccc2N1 (configuration not stated)	-1	5.3	-3	-71	1	-19	-106	3	-13	-27	-6
CCS(=O)(=O)c1ccc(C(=O)Nc2ccccc2)c(Cl)c1Cl	7	0.8	5	-3	-5	28	-7	-12	6	19	-8
Cc1cccc(NC(=O)c2cccc(S(=O)(=O)NCc3ccccc3)c2)n1	-4	0.0	-1	-13	-21	4	15	14	10	35	1
OCCC1CN(Cc2cccn2-c2ncccn2)CCN1C1CCCC1 (configuration not stated)	2	-0.5	3	0	-13	-5	12	6	8	13	14
COCCNc1nnc(SCC(=O)N(C)c2c(N)n(Cc3ccccc3)c(=O)[nH]c2=O)s1	2	-0.5	-4	6	-6	-12	0	8	1	-6	-4
COc1ccc(C2C(C(=O)Nc3ccccc3OC)=C(C)Nc3nnnn32)c(OC)c1 (configuration not stated)	16	1.9	6	14	3	-11	13	-24	2	-4	5
Cc1ccc(-c2noc(-c3ccccc3C(=O)N3CCOCC3)n2)cc1	7	-0.1	2	-9	-14	-25	-120	-11	8	-14	12
CN1C[C@@H](CO)O[C@@H](n2cnc3c(N4CCN(CCO)CC4)ncnc32)C1	-11	-1.7	/	8	-42	-22	17	10	/	-19	/
N#Cc1ccc(-c2ccc(F)cc2)nc1Sc1ccc(F)cc1	-8	-1.7	6	16	-11	6	19	-3	-8	5	15
S=C(NC1CCCCC1)N1CCN(Cc2ccccc2)CC1	6	-2.1	-4	8	-33	4	-32	4	9	5	0

Among those listed so far, these have an aryl thioether with sulfur outside any ring.
SMILES	KKLEB cytotox	hiPSC survival	NR2E3 ag-1	Peg3 prom inh	NR2E3 ag-2	C8 TRAIL sens	HIF-2a block	CF NFkB inh	EBV LMP1 NFkB	Shn3 3UTR inh	TRPM1 prom inh
COCCNc1nnc(SCC(=O)N(C)c2c(N)n(Cc3ccccc3)c(=O)[nH]c2=O)s1	2	-0.5	-4	6	-6	-12	0	8	1	-6	-4
N#Cc1ccc(-c2ccc(F)cc2)nc1Sc1ccc(F)cc1	-8	-1.7	6	16	-11	6	19	-3	-8	5	15

Remaining list, next part.
SMILES	KKLEB cytotox	hiPSC survival	NR2E3 ag-1	Peg3 prom inh	NR2E3 ag-2	C8 TRAIL sens	HIF-2a block	CF NFkB inh	EBV LMP1 NFkB	Shn3 3UTR inh	TRPM1 prom inh
COC(=O)COc1cccc2c(=O)n(CC(=O)NCCc3ccccc3)ccc12	11	0.3	1	-2	-32	-7	7	-1	-6	-12	10
CCSc1nnc(NC(=O)CCN2C(=O)C3CCCCC3C2=O)s1 (configuration not stated)	6	0.7	1	-46	8	-10	-75	7	-2	-24	-20
CCN(CC)C(=O)Cn1cc(S(=O)(=O)CC(=O)Nc2ccc(C(N)=O)cc2)c2ccccc21	5	0.0	-4	14	-7	2	2	10	-2	-9	5
O=C(NC(Cc1c[nH]c2ccccc12)C(=O)N1CCOCC1)c1cccs1 (configuration not stated)	4	-1.5	2	12	0	-7	6	-6	-1	-11	15
O=C(Nc1nc2ccc(Cl)cc2s1)c1ccc(N2CCCCC2)c([N+](=O)[O-])c1	-18	-0.3	2	10	-4	10	-7	31	-19	14	7
CC(=O)C1=C(C)NC(=S)NC1c1cccc([N+](=O)[O-])c1 (configuration not stated)	4	-0.4	0	18	-13	2	13	-9	-5	22	7
Cc1occc1-c1nnc(-c2cc([N+](=O)[O-])cc([N+](=O)[O-])c2)o1	4	-0.7	1	-95	-35	-10	-144	-29	4	-36	-4
COC(=O)c1ccc(OCC(O)CN(CCO)CC(O)Cn2ccc3ccccc32)cc1 (configuration not stated)	0	4.5	7	15	3	1	18	9	3	15	-1
Cn1cc(S(=O)(=O)N2CCCC2)cc1C(=O)Nc1cccc(C(F)(F)F)c1	1	0.7	-1	14	2	8	10	1	-4	10	4
NC(=O)CC(NC(=O)c1ccccc1)c1ccc(N2CCC(N3CCCC3)CC2)c([N+](=O)[O-])c1 (configuration not stated)	-16	0.9	4	6	0	-9	10	23	-2	-16	-14
O=C(Nc1ccc(N2CCCC2)cc1)c1ccc(Br)o1	-6	0.8	5	-225	-143	3	-339	-9	-15	-89	-73
CCCC(=O)Nc1nc(C)c(-c2csc(Nc3ccccc3C)n2)s1	-21	2.7	3	-14	-1	-29	-6	5	14	11	19
CC(=O)c1ccc(N(C(=O)CNC(=O)c2ccco2)C(C(=O)NC2CCCC2)c2ccco2)cc1 (configuration not stated)	-1	-0.7	3	21	5	1	1	12	-1	28	-3
Cc1nc(NC(=O)c2cc(-n3cnnc3)ccc2Cl)ccc1Br	2	-2.0	0	14	-11	15	10	-6	3	16	12
COc1ccc2nc(C)cc(N3CCN(S(=O)(=O)c4ccccc4F)CC3)c2c1	-1	0.9	2	9	-15	-11	6	-9	-2	9	-13
O=C(CCc1nc(-c2ccc(F)cc2)no1)Nc1cccc(C(=O)NC2CC2)c1	-14	-0.4	/	-11	-1	2	-5	-14	8	8	7
c1cc2c(cc1Nc1nc(-c3ccc4c(c3)OCO4)cs1)OCCO2	-7	-1.6	-2	-273	-13	4	-115	-4	-17	-33	-43
O=C(CCl)Nc1sccc1C(=O)c1ccccc1	-29	-0.7	-4	46	-16	11	7	28	20	14	13
CS(=O)(=O)N(C(=O)NC(=O)NC1CCS(=O)(=O)C1)C1CCCCC1 (configuration not stated)	2	-0.4	-2	-6	-19	-8	5	0	0	2	0
CCCCn1c(O)c2n(c1=O)Cc1ccccc1N=C2c1ccc(OC)cc1	3	-0.5	/	14	-6	-16	16	-26	/	-5	/
CC(C)(Oc1ccc(Br)cc1)C(=O)N1CCc2ccccc21	-2	11	-1	18	3	4	10	1	0	-26	-19
COc1cccc(/C=C2\C=C(c3ccc(C)cc3)OC2=O)c1OC(C)=O	-1	0.1	0	-43	-7	-4	-64	-16	-4	-23	-3
CCN(CC)S(=O)(=O)c1ccc(/C=C/C(=O)OCC(=O)NCc2cccs2)cc1	-8	-0.5	4	5	-15	10	21	14	-2	-8	/
Cc1csc(NC(=O)CSc2nnc(C)c(=O)n2N)n1	13	-0.2	-2	3	-14	4	11	-3	3	-1	14
Cc1ccc(CC2CC(=O)N(c3ccc(C)cc3)C2=O)cc1 (configuration not stated)	23	-0.8	3	-1	0	6	9	9	7	3	28
CCN(C(=O)CSc1nnc(COc2ccccc2F)n1N)C1CCS(=O)(=O)C1 (configuration not stated)	1	0.4	-2	5	9	2	3	-12	-2	-4	-2
COc1ccccc1OCc1nnc(SCC(=O)NCc2ccco2)n1Cc1ccco1	-12	-2.0	3	11	-12	6	11	-3	7	-6	14
COc1ccc(CC(NC(C)=O)C(=O)NC2CCN(c3c4c(nc5ncnn35)CCC4)CC2)cc1 (configuration not stated)	10	0.4	1	7	6	0	9	-9	3	39	3
Cc1nnc(N(C)C(=O)c2ccncc2)s1	-3	-0.1	3	7	-18	-3	9	13	-3	-10	-12
Cc1[nH]c2ccccc2c1C(=O)CNc1nccs1	7	-2.5	-3	1	-23	5	5	-3	-15	12	-2
COc1ccc(CN2C(=O)c3ccccc3C2=O)cc1C(=O)Nc1ccc(C)cc1C	-15	-1.1	-2	10	-16	2	7	20	0	10	-7
CCn1cc(C(=O)NCCC(=O)OC)c(=O)c2cc3c(cc21)OCO3	-2	-0.2	-1	27	-20	6	9	6	3	-2	-7

Complete entries from above. Values in the order: KKLEB cytotox, hiPSC survival, NR2E3 ag-1, Peg3 prom inh, NR2E3 ag-2, C8 TRAIL sens, HIF-2a block, CF NFkB inh, EBV LMP1 NFkB, Shn3 3UTR inh, TRPM1 prom inh
Results for Cc1nnc(N(C)C(=O)c2ccncc2)s1 : -3, -0.1, 3, 7, -18, -3, 9, 13, -3, -10, -12
Results for Cc1csc(NC(=O)CSc2nnc(C)c(=O)n2N)n1 : 13, -0.2, -2, 3, -14, 4, 11, -3, 3, -1, 14

An excerpt, so the mix of outcomes need not match the whole.
